Assay outcomes as filed in PubChem.
Peg3 prom inh: reduces Peg3 promoter-driven luciferase expression in HeLa; AID 588405; HeLa PEG-Prom luciferase reporter, luminescence, overnight; actives 1.7% (n = 360,000); inhibition, % at 20 µM;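 active = inhibition of at least 50% at 20 µM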
NR2E3 ag-1: NR2E3 (human) agonism | Q9Y5X4 | GST-NR2E3/biotin-RetCOR TR-FRET, 1536-well | inhibition of corepressor binding, % at 4.78 µM | actives 0.12% (n = 320,000) | AID 2300;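 active = percent inhibition above the cutoff of mean plus 3 SD of all tested compounds, set per screening campaign, cut at about 20% in these data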;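 note: 0% = DMSO wells and 100% = biotin wells as full block of FRET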
Target sequence (Q9Y5X4 whole entry, looked up): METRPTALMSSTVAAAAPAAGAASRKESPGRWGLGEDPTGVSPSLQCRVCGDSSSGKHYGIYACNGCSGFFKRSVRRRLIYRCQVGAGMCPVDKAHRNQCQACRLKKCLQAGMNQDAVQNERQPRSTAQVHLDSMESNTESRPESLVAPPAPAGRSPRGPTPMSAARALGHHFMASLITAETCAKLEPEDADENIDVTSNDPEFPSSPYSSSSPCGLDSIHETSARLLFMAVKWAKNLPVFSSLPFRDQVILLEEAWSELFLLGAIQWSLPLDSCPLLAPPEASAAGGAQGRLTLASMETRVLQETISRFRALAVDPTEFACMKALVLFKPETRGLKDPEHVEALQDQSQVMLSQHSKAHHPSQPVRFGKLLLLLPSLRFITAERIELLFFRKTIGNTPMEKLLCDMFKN
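Material: NR2E3–RetCOR corepressor complex | Quantity: 1.35 nM GST-tagged NR2E3 final | Schedule: 5 h at 4 °C | Replication: Singlicate compound wells | Reagent: RetCOR corepressor, biotinylated, 7 nM | Controls: Biotin wells as high control, 0.6% DMSO wells as low control | Signal: TR-FRET, Eu(K)-anti-GST donor, streptavidin-D2 acceptor, ex 340, em 617/671 nm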
Cardio protect: myocardial damage modulation in H9c2 cells; H9c2 cardiomyocytes, H2O2 injury protection, ATPLite, 2 h; protection from H2O2 cell death, % at 20 µM; actives 0.63% (n = 360,000); AID 588492;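 active = compounds giving at least 50% protection of heart cells from peroxide-induced death in the single-dose screen, raw or plate-pattern-corrected value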;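 note: 0% = DMSO wells with peroxide and 100% = DMSO wells without peroxide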
NR2E3 ag-2: agonists of human NR2E3 nuclear receptor; Q9Y5X4; CHO-S Gal4-NCOR/VP16-NR2E3 two-hybrid, luciferase; inhibition of corepressor binding, % at 3.98 µM; actives 0.35% (n = 360,000); AID 602229;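 active = inhibition above the mean of all tested compounds plus 3 SD, cut at about 70% in these data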;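 note: 0% = DMSO with NR2E3 transfected cells and 100% = cells lacking NR2E3 construct; higher means lower luciferase signal from less NR2E3 corepressor binding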
iPSC survival up: hiPSC single-cell survival enhancement; ATPlite luminescence; 100% = ROCK inhibitor wells, 0% = DMSO; survival enhancement, % at 20 µM; actives 0.044% (n = 360,000); AID 602274; in the data active = survival enhancement above about 18%;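 note: cells exposed to compounds for 16 hours before the ATP read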
TRPM1 prom inh: reduces MITF-dependent TRPM1 promoter luciferase signal; inhibition, % at 12.5 µM; actives 0.83% (n = 330,000); SK-MEL-5 TRPM1 promoter luciferase, 24 h;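 active = mean inhibition across replicates of 60% or more, whatever share of single replicates reaches that level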; note: values of inactives mirror those of a sister screen read the other way
PDI inh: blocks human protein disulfide isomerase activity | PDI insulin aggregation turbidity, A650, 90 min | inhibition, % at 10 µM | actives 0.052% (n = 350,000) | AID 588391;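 active = mean inhibition across replicates of 30% or more, whatever share of single replicates reach that level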;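 note: absorbance from insulin aggregation driven by PDI reduction with DTT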
Target sequence (P07237 whole entry, looked up): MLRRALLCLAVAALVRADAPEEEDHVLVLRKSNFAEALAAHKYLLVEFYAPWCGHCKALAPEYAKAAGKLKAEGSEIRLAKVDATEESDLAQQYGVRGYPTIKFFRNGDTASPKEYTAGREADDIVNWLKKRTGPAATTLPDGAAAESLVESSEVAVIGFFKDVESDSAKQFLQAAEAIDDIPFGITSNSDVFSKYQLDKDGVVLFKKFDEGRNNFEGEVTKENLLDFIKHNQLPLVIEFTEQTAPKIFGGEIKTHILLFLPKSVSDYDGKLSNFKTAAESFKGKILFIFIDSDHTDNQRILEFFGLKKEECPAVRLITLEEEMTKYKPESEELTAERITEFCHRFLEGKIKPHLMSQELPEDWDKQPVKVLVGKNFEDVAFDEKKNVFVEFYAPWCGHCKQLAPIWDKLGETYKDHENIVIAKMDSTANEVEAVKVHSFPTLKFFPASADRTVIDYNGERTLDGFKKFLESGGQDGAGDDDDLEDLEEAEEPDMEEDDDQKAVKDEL
Shn3 inh set2: Schnurri-3 reporter inhibition in Clone20 osteoblasts; Clone20 osteoblast Shn3 3'UTR firefly luciferase, 24 h; inhibition, % at 12.5 µM; actives 0.52% (n = 360,000); AID 588674;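 active = mean inhibition of at least 75% with every replicate also reaching 75%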;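 note: 0% = median of neutral control wells and 100% = pilot-screen positive control compound; some compounds past the cut are filed as inactive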
HTR2A ag: mouse HTR2A agonism via beta-arrestin recruitment; CHO-K1 mHTR2A beta-arrestin complementation, luminescence; percent of 30 µM serotonin response; activation, % at 7.6 µM; actives 0.66% (n = 360,000); P35363;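 active = activation above a run cutoff, the mean activation of all tested compounds plus 3 SD, cut at about 14% in these data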;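 note: 0% = plate median of compound wells and 100% = 30 µM serotonin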
CaV13 FRET inh: Disruptors of the CACNA1D IQ motif to Ca2+-dependent inactivation inhibitor domain association, primary screening, Förster resonance energy transfer in intact living …; actives 0.098% (n = 340,000); inhibition, % at 12.3 µM; HEK cells, CFP/YFP FRET ICDI-IQ, plate reader, 10 min; percent FRET-ratio fall versus neutral wells;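 active = mean replicate inhibition of at least 30% and at least 1% of replicates passing that level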;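 note: 0% = median of the neutral control wells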
HIF-2a block: blocks HIF-2a reporter activity; inhibition, % at 18.8 µM; 786-0 RCC cells HIF-2a reporter, luciferase luminescence, overnight; actives 0.72% (n = 360,000);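 active = inhibition of the luminescence signal of 40% or more relative to plate controls, in a single-dose primary screen at 18.75 µM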
* hit, by the source's call; x = not tested or not shown; & = joins results of further samples. Compounds were not picked by outcome; 3.9% or so of the library scored in one or more.

Values in the order – Peg3 prom inh	NR2E3 ag-1	Cardio protect	NR2E3 ag-2	iPSC survival up	TRPM1 prom inh	PDI inh	Shn3 inh set2	HTR2A ag	CaV13 FRET inh	HIF-2a block
1: CCC(C)NC(=O)c1ccccc1-c1ccccc1C(=O)NC(C)CC (stereo not given)
 : 6	-2	-2	-11	-2.4	12	-2	-14	5	-19	20
2: Cc1ccc2[nH]c(CNC(=O)C3CCCCC3)cc2c1
 : -14	x	-3	-23	-0.5	20	0	2	8	-20	-11
3: COc1ccc([N+](=O)[O-])cc1NC(=O)C1(c2ccccc2)CCOCC1
 : 18	1	8	-23	0.8	12	-1	3	-5	0	21
4: CCOC(=O)c1cn(CC)c2cc(N3CCOCC3)c(F)cc2c1=O
 : 16	1	-2	-20	-1.0	9	-5	70	2	-1	20
5: COc1ccc(-n2ncc3c(NCC(C)C)ncnc32)cc1
 : -145	0	-26	-128	-1.9	-1	0	-10	-3	-1	-115
6: CC(=O)O[C@]1(C(C)=O)CC[C@H]2[C@@H]3C=C(C)C4=CC(=O)CC[C@]4(C)[C@H]3CC[C@@]21C
 : -9	4	-13	-44	3.5	5	6	14&5	0	-4	7
7: CCOC(=O)C1=C(Nc2ccc(C)cc2)CC(C)(O)C(C(=O)OCC)C1c1ccccc1 (stereo not given)
 : 5	-1	-8	-10	3.2	10	-4	3	0	-4	0
8: O=C(NCCCNC(=O)c1cnccn1)c1ccc(Cl)cc1
 : -15	6	1	-8	1.3	-1	-7	4	8	-3	9
9: COc1cc(/C=C/C(=O)O)cc(OC)c1
 : 0	0	4	-43	1.8	19	-3	-4	-4	x	12
10: O=C(c1ccc2c(c1)OCO2)N1CCN(c2cccc(C(F)(F)F)c2)CC1
 : 16	2	-10	11	0.7	-3	1	12	4	-4	-10
11: CC(C)c1ccc(NC(=O)N2CCc3ccccc3C2)cc1
 : -248	3	-1	-87	-2.1	-50	7	-117	-4	-7	-282
12: COc1ccccc1N1CCN(C(=O)c2ccc(N(C)S(=O)(=O)c3ccccc3)cc2)CC1
 : 28	1	-3	10	0.5	13	-8	11	-3	-7	6
13: N#CC1(c2ccc(NC(=O)c3ccccc3F)cc2)CCCC1
 : -183	-2	-6	-148	-3.5	-46	-6	-62	-4	-9	-171
14: COc1ccc(/C=N/NC(=O)c2ccc(CSc3nncn3C)cc2)cc1OC
 : 31	-1	11	-10	0.5	16	19	-9	2	0	19
15: CCOc1cccc2sc(N(CCCN(C)C)C(=O)c3ccc(S(=O)(=O)N4CCCCCC4)cc3)nc12
 : 3	-3	12	-6	-0.3	16	3	4	-14	-3	6
16: CCn1c(C)cc(/C=C2/SC(=S)NC2=O)c1C
 : 1	-5	-2	-7	1.9	2	-5	-14	2	x	-11
17: CCc1nnc(NC(=O)/C=C/c2ccco2)s1
 : -142	1	11	-40	1.5	-27	-5	-47	1	13	-162
18: Oc1ccc(/C=N/Nc2nc(-c3cccnc3)nc3ccccc23)c(O)c1
 : -15	-1	-22	-55	-0.4	-15	5	-13	0	-4	-99
19: CN(C(=O)CC1C(=O)NCCN1C/C=C/c1ccccc1)C1CCOCC1 (stereo not given)
 : -3	7	-4	28	1.3	2	-6	3	0	-8	15
20: CC(=O)CC(C)(C)S(=O)(=O)c1ccc(Oc2ccc(S(=O)(=O)C(C)(C)CC(C)=O)cc2)cc1
 : 14	0	-8	6	5.7	3	-3	8	3	x	14

Overlap with the part before: 4 entries, then new ones.
Values in the order – Peg3 prom inh	NR2E3 ag-1	Cardio protect	NR2E3 ag-2	iPSC survival up	TRPM1 prom inh	PDI inh	Shn3 inh set2	HTR2A ag	CaV13 FRET inh	HIF-2a block
17: CCc1nnc(NC(=O)/C=C/c2ccco2)s1
 : -142	1	11	-40	1.5	-27	-5	-47	1	13	-162
18: Oc1ccc(/C=N/Nc2nc(-c3cccnc3)nc3ccccc23)c(O)c1
 : -15	-1	-22	-55	-0.4	-15	5	-13	0	-4	-99
19: CN(C(=O)CC1C(=O)NCCN1C/C=C/c1ccccc1)C1CCOCC1 (stereo not given)
 : -3	7	-4	28	1.3	2	-6	3	0	-8	15
20: CC(=O)CC(C)(C)S(=O)(=O)c1ccc(Oc2ccc(S(=O)(=O)C(C)(C)CC(C)=O)cc2)cc1
 : 14	0	-8	6	5.7	3	-3	8	3	x	14
21: Cc1c(C)n(CCC(=O)O)c2ccccc12
 : 15	4	7	3	-2.0	4	-2	0	4	9	6
22: O=C(CCc1nc2ccccc2[nH]1)NCc1ccc2c(c1)OCO2
 : -14	-1	0	4	3.3	x	x	-1	-9	11	1
23: COCCSc1ccccc1C(=O)NCc1cccnc1
 : 5	-1	1	0	1.5	-4	-5	6	-1	0	8
24: Cn1c(NC(=O)Cc2cccc3ccccc23)cc(=O)n(C)c1=O
 : -1	0	29	-3	0.0	3	-13	19	7	-5	-1
25: CCCCCCCCNS(=O)(=O)CCNCc1ccccc1OC
 : 48	x	-12	24	3.0	-5	13	24	-5	-5	14
26: Cc1cc(C)nc(N2C(=O)CC(Cc3ccc(Cl)cc3)C2=O)n1 (stereo not given)
 : 8	3	12	-7	0.4	-1	-3	12	1	-5	12
27: Cc1cccc(N2CCN(C(=O)CSc3ccc4c(c3)OCCO4)CC2)c1C
 : 9	2	0	4	5.9	-9	-9	22	10	-3	-14
28: CCOc1ccc(C2/C(=C(\O)c3ccc4c(c3)OCCO4)C(=O)C(=O)N2CCCN2CCOCC2)cc1 (stereo not given)
 : -10	0	-3	-11	-0.3	7	4	-2	-5	-2	6
29: CCN(CC)C(=O)[C@H]1CC(CC(=O)NCCCOC)C(=O)N2CCc3c([nH]c4ccccc34)[C@]12C (stereo not given in full)
 : 15	x	-3	-33	2.6	-7	19	-5	-1	-3	0
30: COc1ccc2c(c1)O[C@H](c1ccc3c(c1)OCO3)[C@@H](O)C2=O
 : -193	2	1	-101	-0.8	-25	-12	-48	-5	x	-162
31: Cn1c(=O)n(C)c2cc(S(=O)(=O)NCc3ccccc3)ccc21
 : 24	-2	-13	-19	-2.4	-7	0	15	0	-5	13
32: Fc1ccc(CNc2nc(-c3ccccc3)nc3ccccc23)cc1
 : 20	x	-12	-25	-2.6	7	1	4	-10	-6	-3
33: O=C(COC(=O)/C=C/c1cccs1)Nc1ccccc1Cl
 : 8	3	-12	6	0.0	-3	-20	21	-3	-1	10
34: O=C(Nc1ccccc1N1CCOCC1)c1ccc([N+](=O)[O-])s1
 : 21	x	-10	17	0.4	81*	-1	12	7	-15	5
35: C=CCn1c(SCC(=O)N2CCN(CCO)CC2)nc2sc3c(c2c1=O)CCC3
 : 7	3	2	-12	0.4	-7	1	21	4	-7	9
36: CCC(C)c1ccc2oc(-c3ccc(NC(=O)Cn4cnc5c(=O)n(C)c(=O)n(C)c54)cc3)nc2c1 (stereo not given)
 : -192	3	-11	-70	-0.6	17	16	-63	-3	-6	-149
37: CCNCc1cc(Cl)c(OCc2ccccc2)c(OCC)c1
 : 23	-3	-14	-17	-0.5	-15	8	15	-3	-6	9
38: Cc1nnc(SCC(=O)N2CCOCC2)s1
 : 13	0	1	-17	-1.3	3	5	4	-1	-4	13
39: COc1ccccc1/C=C/C(=O)N1CCC(c2ccccc2)C1 (stereo not given)
 : -242	-1	-5	-148	1.1	-57	-8	-67	-3	-18	-194
40: Cc1noc(C)c1-c1ccc(C(=O)Nc2ccc(C(C)C)cc2)c2occc12
 : -84	x	-4	4	0.8	x	11	-6	0	-5	-31

Part of the list above, as a markdown table.
| # | SMILES | Peg3 prom inh | NR2E3 ag-1 | Cardio protect | NR2E3 ag-2 | iPSC survival up | TRPM1 prom inh | PDI inh | Shn3 inh set2 | HTR2A ag | CaV13 FRET inh | HIF-2a block |
| --- | --- | --- | --- | --- | --- | --- | --- | --- | --- | --- | --- | --- |
| 26 | Cc1cc(C)nc(N2C(=O)CC(Cc3ccc(Cl)cc3)C2=O)n1 (stereo not given) | 8 | 3 | 12 | -7 | 0.4 | -1 | -3 | 12 | 1 | -5 | 12 |
| 21 | Cc1c(C)n(CCC(=O)O)c2ccccc12 | 15 | 4 | 7 | 3 | -2.0 | 4 | -2 | 0 | 4 | 9 | 6 |
| 30 | COc1ccc2c(c1)O[C@H](c1ccc3c(c1)OCO3)[C@@H](O)C2=O | -193 | 2 | 1 | -101 | -0.8 | -25 | -12 | -48 | -5 | x | -162 |
| 28 | CCOc1ccc(C2/C(=C(\O)c3ccc4c(c3)OCCO4)C(=O)C(=O)N2CCCN2CCOCC2)cc1 (stereo not given) | -10 | 0 | -3 | -11 | -0.3 | 7 | 4 | -2 | -5 | -2 | 6 |

A few values from the list:
Value of `Cc1noc(C)c1-c1ccc(C(=O)Nc2ccc(C(C)C)cc2)c2occc12` in CaV13 FRET inh: -5
Value of `O=C(CCc1nc2ccccc2[nH]1)NCc1ccc2c(c1)OCO2` in Cardio protect: 0
Value of `O=C(COC(=O)/C=C/c1cccs1)Nc1ccccc1Cl` in iPSC survival up: 0.0
Value of `O=C(Nc1ccccc1N1CCOCC1)c1ccc([N+](=O)[O-])s1` in HTR2A ag: 7
